BoNT-A LC inh2 = inhibitors of Botulinum neurotoxin A light chain protease. multiplex microsphere protease substrate cleavage, flow cytometry. inhibition, % at 10 µM. actives 0.17% (n = 360,000); also: plate controls were buffer without enzyme for full effect and enzyme alone for no effect
PrPC surface inh = inhibitors of human cell surface prion protein PrPC; P04156; TR-FRET read-out; inhibition, % at 13.8 µM; actives 0.43% (n = 370,000); AID 720596; in the data active = inhibition above about 24%; also: 0% = median of the test wells and 100% = reference compound wells
BoNT-F LC inh = BoNT F light chain protease inhibition; Multiplex microsphere protease cleavage assay, flow cytometry; inhibition, % at 10 µM; actives 0.22% (n = 360,000); AID 588497; in the data active = inhibition above about 35%, passing the limit was not always enough; inconclusive = no clear call, values can overlap the other calls; also: plate controls were buffer without enzyme for full effect and enzyme alone for no effect
DUSP3 inh = inhibitors of human VHR1 phosphatase (DUSP3) | P51452 | actives 0.52% (n = 290,000) | AID 1654 | recombinant VHR phosphatase, pNPP absorbance | inhibition, % at 13.3 µM; in the data active = inhibition above about 50%; also: some compounds called inactive have numbers as strong as hits
Target sequence (P51452 whole entry, looked up): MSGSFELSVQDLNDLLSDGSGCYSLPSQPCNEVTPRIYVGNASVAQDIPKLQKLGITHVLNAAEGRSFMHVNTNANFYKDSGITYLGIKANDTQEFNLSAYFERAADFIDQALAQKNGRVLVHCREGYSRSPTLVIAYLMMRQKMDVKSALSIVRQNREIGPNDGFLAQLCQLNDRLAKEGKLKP
Rv3671c protease = inhibitors of M. tuberculosis serine protease Rv3671c. P9WHR9. inhibition, % at 5.96 µM. actives 0.048% (n = 320,000). AID 2606; in the data active = inhibition above about 38%;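 also: extracellular domain of Rv3671c used as enzyme; 0% = enzyme with DMSO and 100% = no enzyme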
Target sequence (P9WHR9 whole entry, looked up, the tested form may be a part): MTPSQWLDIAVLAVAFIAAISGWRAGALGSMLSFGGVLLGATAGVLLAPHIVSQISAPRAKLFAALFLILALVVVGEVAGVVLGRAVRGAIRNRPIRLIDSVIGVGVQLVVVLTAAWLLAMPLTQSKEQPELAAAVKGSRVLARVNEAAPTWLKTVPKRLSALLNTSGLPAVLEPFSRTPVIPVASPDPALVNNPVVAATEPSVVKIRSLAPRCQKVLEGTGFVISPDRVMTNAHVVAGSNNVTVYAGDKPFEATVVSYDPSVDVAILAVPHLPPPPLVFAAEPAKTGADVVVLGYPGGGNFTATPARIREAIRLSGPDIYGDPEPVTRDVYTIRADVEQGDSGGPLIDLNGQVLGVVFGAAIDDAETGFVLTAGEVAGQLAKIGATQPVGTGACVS
MazEF act = activators of E. coli MazEF toxin-antitoxin RNase; P0AE70; FAM/BHQ RNA-DNA oligo cleavage fluorescence, 5 h; activation, % at 20 µM; actives 0.32% (n = 350,000); AID 504720; in the data active = activation above about 50%
Target sequence (P0AE70 whole entry, looked up): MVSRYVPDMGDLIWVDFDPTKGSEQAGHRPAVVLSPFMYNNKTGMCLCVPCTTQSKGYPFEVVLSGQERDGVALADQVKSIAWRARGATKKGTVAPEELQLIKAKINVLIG
Anthrax LF prot = anthrax lethal factor protease inhibition | inhibition, % at 10 µM | multiplex microsphere protease cleavage assay, LF | actives 0.12% (n = 360,000) | P15917 | AID 588501; also: plate controls were buffer without enzyme for full effect and enzyme alone for no effect
SSB-PriA inh = K. pneumoniae PriA-SSBct interaction inhibition. AID 1272365. AlphaScreen SSBct-PriA binding, biotinylated peptide. inhibition, % at 33 µM. actives 0.6% (n = 430,000); in the data active = inhibition mostly above about 37%, no sharp cut-off; inactive = mostly below about 20%;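 also: plate controls were negative control peptide for no effect and reference peptide for full effect; strong numbers were not always called active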
3CLpro inhibitor = SARS-CoV 3CLpro protease inhibition. P0C6X7. recombinant SARS-CoV 3CLpro, quenched FRET peptide cleavage. inhibition, % at 6 µM. actives 0.14% (n = 290,000). AID 1706; in the data active = inhibition above about 12%
CCHFV vOTU inh = CCHFV vOTU protease inhibition. Pep-AMC fluorescence. inhibition, % at 11.5 µM. actives 0.55% (n = 370,000). AID 651958; in the data active = inhibition above about 30%; also: 0% = vehicle wells with enzyme and 100% = no enzyme wells
The depositor's hits bear a star; ? = inconclusive; . = not tested or not shown. Rule as the data show it, unless noted: active = inhibition above about 30%; inconclusive = no clear call, values can overlap the other calls; inactive = below that. The list is partial; count on the stated rates, not on these rows.

Start of the listing, in advance, 6 compounds:
SMILES | BoNT-A LC inh2 | PrPC surface inh | BoNT-F LC inh | DUSP3 inh | Rv3671c protease | MazEF act | Anthrax LF prot | SSB-PriA inh | 3CLpro inhibitor | CCHFV vOTU inh
CCCCN1C(Nc2ccccc2)=NC[C@@H]1Cc1ccccc1 | -0.6 | -2 | -6 | . | 8 | 3 | 0 | -6 | . | 7
CCc1nc(CN2CCCC(C(=O)c3ccc4c5c(cccc35)CC4)C2)c(C)[nH]1 (centres undefined) | 1.7 | 2 | -9 | 21 | -1 | 7 | 0 | 27 | 3 | -35
OCCC1CN(Cc2nc(-c3ccc(F)cc3)cs2)CCN1CCc1ccccc1 (centres undefined) | 0.5 | 10 | -2 | 26 | -9 | 3 | 1 | -1 | -5 | -4
CCOc1ccccc1N(C(=O)c1snc(C(N)=O)c1N)C(C(=O)NC1CCCC1)c1ccco1 (centres undefined) | 2.6 | -17 | 6 | -4 | -4 | 6 | 0 | -5 | 2 | -9
O=C(COC(=O)C1CCC1)NCc1ccc(Cl)cc1Cl | ? | -1 | ? | . | -2 | 7 | ? | -15 | . | -3
CN(C)CCN1C(=O)C(=O)/C(=C(/O)c2ccc3c(c2)OCCO3)C1c1ccccn1 (centres undefined) | ? | 9 | ? | -13 | -3 | -4 | -10 | . | 1 | -3

The whole of this part, repeating the preview:
SMILES | BoNT-A LC inh2 | PrPC surface inh | BoNT-F LC inh | DUSP3 inh | Rv3671c protease | MazEF act | Anthrax LF prot | SSB-PriA inh | 3CLpro inhibitor | CCHFV vOTU inh
CCCCN1C(Nc2ccccc2)=NC[C@@H]1Cc1ccccc1 | -0.6 | -2 | -6 | . | 8 | 3 | 0 | -6 | . | 7
CCc1nc(CN2CCCC(C(=O)c3ccc4c5c(cccc35)CC4)C2)c(C)[nH]1 (centres undefined) | 1.7 | 2 | -9 | 21 | -1 | 7 | 0 | 27 | 3 | -35
OCCC1CN(Cc2nc(-c3ccc(F)cc3)cs2)CCN1CCc1ccccc1 (centres undefined) | 0.5 | 10 | -2 | 26 | -9 | 3 | 1 | -1 | -5 | -4
CCOc1ccccc1N(C(=O)c1snc(C(N)=O)c1N)C(C(=O)NC1CCCC1)c1ccco1 (centres undefined) | 2.6 | -17 | 6 | -4 | -4 | 6 | 0 | -5 | 2 | -9
O=C(COC(=O)C1CCC1)NCc1ccc(Cl)cc1Cl | ? | -1 | ? | . | -2 | 7 | ? | -15 | . | -3
CN(C)CCN1C(=O)C(=O)/C(=C(/O)c2ccc3c(c2)OCCO3)C1c1ccccn1 (centres undefined) | ? | 9 | ? | -13 | -3 | -4 | -10 | . | 1 | -3
CCCCNC(=O)C1COc2ccccc2O1 (centres undefined) | -0.8 | -1 | -7 | 18 | 6 | -6 | 0 | -22 | -1 | -13
Cc1noc(C)c1NC(=O)Nc1cccc2c1O[C@H](CN(C)S(=O)(=O)c1cn(C)cn1)[C@@H](C)CN([C@H](C)CO)C2=O | 0.1 | -5 | -1 | . | -9 | 4 | -5 | -12 | . | -1
COc1ccc(N(CC(=O)NCCSc2ccccn2)S(=O)(=O)c2ccccc2)c(OC)c1 | -3.2 | 1 | 0 | 20 | -21 | 2 | -1 | 0 | -7 | 10
Nc1ncc(-c2ccccc2)c(-c2ccc(O)cc2O)n1 | 0.3 | -5 | -3 | 6 | -4 | -2 | 2 | 8 | 6 | 0
CCOC(=O)C1CC(CN2C(=O)c3ccccc3C2=O)OC1=O (centres undefined) | -0.4 | -2 | -4 | . | . | -21 | -6 | -7 | . | 6
CC1CC(C)CN(S(=O)(=O)c2ccc(F)c(C(=O)NC3CCCCC3C)c2)C1 (centres undefined) | 0.1 | 5 | 4 | . | . | 12 | -3 | . | . | 10
CC(C)(C)C(=O)N1CCN(c2ncnc3scc(-c4ccccc4)c23)CC1 | 2.6 | 5 | 14 | 14 | 1 | 5 | -11 | -2 | 4 | 1
CCOC(=O)CC1C(=O)NCCN1C1CCCC1 (centres undefined) | -0.1 | -7 | 0 | 15 | 2 | -2 | -2 | -2 | 2 | 12
N#Cc1ccc(CSCC(=O)O)cc1 | -0.6 | 6 | -3 | 22 | -1 | 2 | -7 | -23 | 4 | -1
CC(c1ccccc1)N1CC(C(=O)NC2CCCC2)CC1=O (centres undefined) | 0.2 | 1 | 0 | 13 | -11 | -2 | -4 | -14 | 11 | -26
COc1cc2nc(SCC(N)=O)n(CCC3=CCCCC3)c(=O)c2cc1OC | 1.2 | -5 | 9 | 32 | -4 | 4 | -3 | -8 | 0 | 1
CN(Cc1ccc(F)cc1)C(=O)c1cccc(S(=O)(=O)N2CCN(Cc3ccccc3)CC2)c1 | 4.5 | 12 | 3 | . | 0 | -3 | -3 | -4 | . | 10
OCC[C@H]1C[C@@H](O)[C@H](O)[C@@]2(CCc3ccccc3CO2)O1 | 0.5 | -4 | -3 | . | -5 | 4 | 3 | 0 | . | -2
CN1C(=O)Cc2cc(S(=O)(=O)N3CCN(c4ccc(Cl)cc4)CC3)ccc21 | 3.4 | -1 | 6 | -8 | -2 | 3 | -1 | 11 | 3 | 0
Cc1ccc(C)c(OCC(=O)NNC(=O)C2CC2)c1 | -2.2 | 3 | -6 | 10 | 3 | 1 | -4 | 1 | -4 | -15
Cc1ccc(/C=c2\sc3nc(-c4ccco4)nn3c2=O)o1 | 1.0 | . | -10 | -20 | 4 | -16 | 3 | . | 6 | .
O=C(Nc1ccc(Br)cc1)c1ccc(F)c(S(=O)(=O)NCc2cccs2)c1 | -0.4 | 21 | -1 | 34 | -78 | 12 | 0 | -12 | 1 | 14
COC(=O)c1ccc(CNC(=O)Cn2cnnn2)cc1 | -0.5 | 1 | -12 | 17 | . | 8 | -1 | -3 | -4 | -20
COc1ccc(-c2csc(NC(=O)c3ccccc3F)c2C(=O)O)cc1 | -2.8 | 12 | ? | -9 | 0 | -8 | -20 | -14 | 9 | 4
Cc1ccnc(SCc2ccc([N+](=O)[O-])cc2)n1 | -0.5 | -4 | -4 | 17 | 6 | 9 | -3 | 18 | 0 | 18
CN1C[C@@H]2C[C@@H](c3cccn3-c3ccccn3)N3CCC[C@@]23C1=O | -0.4 | -8 | -5 | 31 | -3 | -4 | 0 | -10 | -6 | -12
CN(C)C(CNC(=O)C1CCCN(C(=O)c2ccc(Cl)cc2)C1)c1ccco1 (centres undefined) | 0.8 | -1 | -15 | 0 | 6 | 15 | -2 | -12 | -7 | 3
NC(=O)C1CCN(Cc2cccc(OCc3ccccc3)c2)CC1 | -5.9 | -15 | ? | 23 | -4 | 5 | -8 | -23 | -6 | -7
O=c1c2ccccc2sn1-c1cc(S(=O)(=O)N2CCOCC2)ccc1N1CCOCC1 | 83* | -2 | 23 | 5 | -1 | -1 | 1 | 2 | 0 | -10
C/C(=N\NC(=O)c1ccoc1C)c1ccc(Br)s1 | 0.1 | 0 | 8 | 6 | -2 | 6 | 0 | . | 3 | 1
O=S(=O)(c1cccc(-c2n[nH]c(=S)n2-c2cccc(C(F)(F)F)c2)c1)N1CCOCC1 | 3.0 | 4 | -7 | . | -4 | 0 | 5 | 2 | . | -1
COc1ccc(C(=O)NCC(c2ccco2)N2CCc3ccccc3C2)cc1 (centres undefined) | -2.1 | 4 | -6 | . | -2 | -1 | 0 | 11 | . | -4
CCO[C@@H]1OC(C(=O)N2CCN(Cc3ccccc3)CC2)=C[C@H](c2ccc(C(F)(F)F)cc2)[C@H]1CCCO | -0.5 | -4 | -9 | -11 | -1 | -1 | 1 | 36 | 2 | 11
CCCCCn1c2c(c(=N)c3ccccc31)CCC2 | . | 10 | . | 9 | 4 | -3 | . | -1 | -4 | -1
CC(C)(C)NC(=O)C(c1ccco1)N(C(=O)c1ccc(CN2CCOCC2)o1)c1ccccc1 (centres undefined) | 8.9 | 5 | 10 | -4 | 8 | -11 | -17 | 2 | -3 | 10
Cc1scc(C(=O)N/N=C/c2ccc(OCC(C)C)cc2)c1C | -0.3 | 8 | 7 | -17 | -3 | 5 | 0 | . | 8 | 19
O=C(CN1CCN(CC(=O)Nc2ccccc2F)CC1)Nc1cccc(F)c1 | -2.9 | -7 | -3 | 2 | . | 2 | -22 | -7 | -7 | -13
S=c1[nH]nc(C2CCCCC2)n1/N=C/C(Cl)=C\c1ccccc1 | -0.4 | 2 | -2 | 16 | -3 | 3 | -2 | . | 8 | -5
Cc1ccccc1Cn1c(NC2CCCC2)nc2c1c(=O)[nH]c(=O)n2C | -0.9 | -3 | ? | -8 | 10 | 10 | -2 | -4 | 1 | -9
CCOc1ccc(N2C(=O)/C(=C\c3ccc(O)c(OC)c3)S(=O)(=O)C2c2cccc([N+](=O)[O-])c2)cc1 (centres undefined) | -0.9 | 3 | -3 | 15 | -2 | -2 | -3 | -14 | 3 | 7
Clc1nssc1=Nc1ccc(Br)cc1 | -0.5 | 0 | -2 | 13 | . | -11 | -2 | 13 | 2 | 1
CCn1c2ccccc2c2cc(N=C3SC(CC(=O)Nc4ccccc4)C(=O)N3C)ccc21 (centres undefined) | 0.3 | 8 | -13 | 10 | 3 | -8 | -2 | -13 | 3 | 4
Cc1nn(-c2ccccc2)c(N)c1C(c1ccc(C(C)C)cc1)c1c(C)nn(-c2ccccc2)c1N | 1.1 | -8 | 5 | 8 | 6 | 1 | 1 | 22 | 0 | -14
CCOC(=O)c1c(C)n(C)c2ccc(OC)c(NS(=O)(=O)c3ccc(Cl)s3)c12 | -0.1 | 7 | 1 | 16 | 5 | 1 | -7 | 8 | 5 | 8
COc1ccc(O)c(/C=N/NC(=O)c2cc(=O)[nH]c3ccccc23)c1 | -0.1 | -6 | -1 | -2 | 14 | 4 | -3 | . | 10 | 13
Cn1ccnc1SCC(=O)NCC(=O)Nc1ccc(F)c(F)c1F | 0.4 | -5 | -2 | . | -2 | 2 | -2 | -10 | . | -4
COc1c(C)cccc1C(=O)Nc1ccc(CN2CCCCC2)cc1 | -1.2 | 5 | -9 | 6 | -1 | 10 | 2 | -10 | 2 | -7
COc1ccc(NC(=O)CC2C(=O)N(c3ccc(Cl)cc3)C(=S)N2CCc2ccccn2)cc1 (centres undefined) | 2.1 | -5 | 8 | 8 | -9 | 11 | -2 | -7 | 4 | 5
COc1ccc(C(=O)N2CCN(c3ccccc3OC)CC2)cc1 | -0.4 | 1 | -2 | 18 | 6 | 0 | -1 | -20 | 1 | 3
COc1cccc(-c2ccc(SCC(=O)NC3CCCC3)nn2)c1 | 0.7 | -4 | 1 | -40 | -7 | 2 | 0 | -8 | 0 | 16
Cc1cc(C(=O)Nc2ccc(C#N)cc2)on1 | -2.5 | 2 | -24 | 2 | . | 4 | 5 | 12 | 0 | -8
Cn1c2ccccc2c2c(C(=O)O)cn(C3CCCC3)c(=O)c21 | -1.1 | -3 | -11 | -4 | -2 | -4 | -6 | 7 | 4 | 4
CSc1nc(C)cc(Oc2ccc(=O)n(C)n2)n1 | 1.0 | -1 | 10 | -18 | -5 | 3 | -4 | -9 | 0 | 0
Cc1cc(C(=O)COC(=O)Cc2ccc(Cl)cc2)c(C)n1C | -0.8 | 8 | -5 | . | 1 | 1 | -8 | -7 | . | -11
Cc1c(C(Nc2ccccn2)c2ccccc2)c(=O)n(-c2ccccc2)n1C (centres undefined) | 0.4 | -6 | -8 | -4 | -3 | 9 | 1 | -4 | 1 | 6
CCOc1ccc(NC(=O)CN(C)C(=O)c2c(C)nn(-c3ccccc3)c2Cl)cc1OCC | 1.6 | 4 | -8 | . | -2 | 2 | 7 | 2 | . | 0
CCOc1ccc(C(=S)N2CCN(C)CC2)cc1 | -0.3 | -4 | 1 | 16 | -8 | 2 | -2 | -11 | 0 | 1
OC(COCC(F)(F)C(F)(F)C(F)(F)C(F)F)Cn1c2ccc(Cl)cc2c2cc(Cl)ccc21 (centres undefined) | 0.3 | . | -4 | 24 | -87 | -5 | 0 | -7 | 3 | .
O=C(NCc1cccnc1)c1ccc(Br)s1 | -1.5 | -16 | -3 | 13 | 1 | 2 | -4 | -4 | 4 | -7

Screening results (PubChem)
